FBW7 activator: activators of human E3 ligase FBW7; Q969H0; AlphaScreen FBW7–phospho-cyclin E peptide binding, activator screen; normalized activity (activation), % at 26.1 µM; 650,000 tested, 0.13% active; in the data active = normalized activity above about 1.9%;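 also: purified mutant Fbw7 with reduced substrate affinity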
GPR151 ag: activates the human receptor GPR151 | Q8TDV0 | PathHunter beta-arrestin GPR151 cells, luminescence | activation, % at 11.2 µM | 650,000 tested, 1% active; in the data active = activation above about 4.9%;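 also: 0% = median of compound wells and 100% = cells with positive control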
Target sequence (Q8TDV0 whole entry, looked up): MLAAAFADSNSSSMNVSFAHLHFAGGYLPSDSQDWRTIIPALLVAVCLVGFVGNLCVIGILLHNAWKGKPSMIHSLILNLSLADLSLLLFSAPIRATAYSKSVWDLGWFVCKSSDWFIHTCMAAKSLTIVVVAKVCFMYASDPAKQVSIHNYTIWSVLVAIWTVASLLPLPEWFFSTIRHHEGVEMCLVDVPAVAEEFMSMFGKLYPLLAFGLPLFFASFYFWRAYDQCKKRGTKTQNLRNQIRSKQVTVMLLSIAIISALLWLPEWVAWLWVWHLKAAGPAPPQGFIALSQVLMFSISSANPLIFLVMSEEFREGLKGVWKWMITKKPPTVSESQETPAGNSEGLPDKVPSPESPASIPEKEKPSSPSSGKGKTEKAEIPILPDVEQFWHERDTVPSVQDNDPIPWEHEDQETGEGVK
MITF inh: human MITF inhibition, primary screen; AlphaScreen MITF homodimerization, bead proximity signal; inhibition, % at 2.6 µM; 650,000 tested, 0.91% active; AID 1259374; in the data active = inhibition above about 50%;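 also: 0% = vehicle wells with protein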
Target sequence (O75030 whole entry, looked up): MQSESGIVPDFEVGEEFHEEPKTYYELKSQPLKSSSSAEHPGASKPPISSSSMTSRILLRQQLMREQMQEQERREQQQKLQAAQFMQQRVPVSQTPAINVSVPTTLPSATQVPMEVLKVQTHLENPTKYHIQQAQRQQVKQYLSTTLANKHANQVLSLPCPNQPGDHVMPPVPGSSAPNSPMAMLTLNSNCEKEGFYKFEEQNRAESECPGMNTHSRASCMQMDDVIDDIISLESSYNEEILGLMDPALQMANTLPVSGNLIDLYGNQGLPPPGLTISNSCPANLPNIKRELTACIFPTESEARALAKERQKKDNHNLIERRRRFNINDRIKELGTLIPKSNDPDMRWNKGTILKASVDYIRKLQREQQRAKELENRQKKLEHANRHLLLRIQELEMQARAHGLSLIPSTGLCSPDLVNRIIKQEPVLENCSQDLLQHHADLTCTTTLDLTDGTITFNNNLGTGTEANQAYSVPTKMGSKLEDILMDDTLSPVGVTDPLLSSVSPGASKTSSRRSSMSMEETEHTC
TEAD-YAP block: TEAD-YAP interaction inhibition; HEK-TIYL cells, TEAD-Gal4/YAP UAS-luciferase luminescence; inhibition, % at 9.12 µM; 640,000 tested, 1.4% active; in the data active = inhibition above about 32%;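 also: 0% = median of test compound wells and 100% = reference inhibitor wells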
* = called active by the depositor.

Sample of the layout:
COc1cc(OC)c(-c2nnc(-c3ccc(OC)c(OC)c3OC)o2)cc1OC was read as FBW7 activator 0.1, GPR151 ag 0.2, MITF inh 20 and TEAD-YAP block -6.
For O=C(O)CC12CC3CC(C1)CC(n1ncc(NCc4ccc(F)cc4)c(Cl)c1=O)(C3)C2 the results were FBW7 activator 0.7, GPR151 ag -0.8, MITF inh 6 and TEAD-YAP block 10.

Main list, previewed entries included:
COc1cc(OC)c(-c2nnc(-c3ccc(OC)c(OC)c3OC)o2)cc1OC was read as FBW7 activator 0.1, GPR151 ag 0.2, MITF inh 20 and TEAD-YAP block -6.
For O=C(O)CC12CC3CC(C1)CC(n1ncc(NCc4ccc(F)cc4)c(Cl)c1=O)(C3)C2 the results were FBW7 activator 0.7, GPR151 ag -0.8, MITF inh 6 and TEAD-YAP block 10.
CCC1CN(CCNC(=O)C2CC(=O)N(C(C)C)C2)Cc2cc(OC)ccc2O1 (stereo not drawn) was read as FBW7 activator 0.4, GPR151 ag -1.3, MITF inh 6 and TEAD-YAP block -1.
CC1(C)C(c2ccco2)=[N+]([O-])C2(CCCCCC2=O)N1O (stereo not drawn) was read as FBW7 activator -0.1, GPR151 ag 7.7*, MITF inh -2 and TEAD-YAP block 0.
`COC(=O)C1=C(C)NC(=O)C1(NC(=O)c1cccnc1)C(F)(F)F` (stereo not drawn) gave FBW7 activator 0.7, GPR151 ag -0.2, MITF inh 5 and TEAD-YAP block 5.
`COc1ccccc1CNC(=O)Cn1c(=O)oc2ccccc21` gave FBW7 activator 0.3, GPR151 ag 2.8, MITF inh 10 and TEAD-YAP block -11.
O=C(Nc1ccc(NC(=O)C23CC4CC(CC(C4)C2)C3)cc1)c1cc(F)c(F)cc1Cl was read as FBW7 activator 0.3, GPR151 ag 2.7, MITF inh -3 and TEAD-YAP block 8.
Screening Cc1cccc(OCCOc2ccc([N+](=O)[O-])cc2/C=C2\SC(N)=NC2=O)c1 returned FBW7 activator 0.0, GPR151 ag 0.4, MITF inh 8 and TEAD-YAP block 13.
Screening O=C(NCc1ccc(Cl)cc1)c1noc2c1COc1ccccc1-2 returned FBW7 activator -0.1, GPR151 ag 0.9, MITF inh 1 and TEAD-YAP block -3.
COC(=O)CCCNC(=O)CC1C(=O)NCCN1CC1CCCCC1 (stereo not drawn) was read as FBW7 activator 0.1, GPR151 ag -0.1, MITF inh -15 and TEAD-YAP block -6.
Screening CCN(CC)CCCNC(=O)c1cccs1 returned FBW7 activator 0.7, GPR151 ag 1.1, MITF inh 15 and TEAD-YAP block -2.
O=[N+]([O-])c1ccc2nc(N3CCOCC3)c(N3CCOCC3)nc2c1 was read as FBW7 activator 0.0, GPR151 ag 0.4, MITF inh -1 and TEAD-YAP block 16.
N#Cc1c(NC(=O)c2cc3n(n2)C(C(F)(F)F)CC(c2ccc4c(c2)OCO4)N3)sc2c1CCCC2 (stereo not drawn) was read as FBW7 activator 0.1, GPR151 ag -0.6, MITF inh -10 and TEAD-YAP block -7.
Screening Cc1cc(C)c(C(=O)c2ccc(-c3nnc(-c4ccccc4)o3)cc2)c(C)c1 returned FBW7 activator 0.0, GPR151 ag 0.4, MITF inh 15 and TEAD-YAP block 10.
`O=C(/C=C/c1ccccc1)Nc1ncc(Cc2ccccc2Cl)s1` gave FBW7 activator 0.8, GPR151 ag -0.4, MITF inh 9 and TEAD-YAP block 8.

The last 2 records of the part above lead into the next.
Screening Cc1cc(C)c(C(=O)c2ccc(-c3nnc(-c4ccccc4)o3)cc2)c(C)c1 returned FBW7 activator 0.0, GPR151 ag 0.4, MITF inh 15 and TEAD-YAP block 10.
`O=C(/C=C/c1ccccc1)Nc1ncc(Cc2ccccc2Cl)s1` gave FBW7 activator 0.8, GPR151 ag -0.4, MITF inh 9 and TEAD-YAP block 8.
`Cc1nnc(SCC(=O)Nc2cc(F)ccc2F)s1` gave FBW7 activator -0.1, GPR151 ag -0.2, MITF inh 12 and TEAD-YAP block -1.
`Cc1ccc2c(c1)-c1c(cnn1CC(=O)NCc1ccccc1Cl)CO2` gave FBW7 activator -0.2, GPR151 ag -0.5, MITF inh -8 and TEAD-YAP block -2.
For COC(=O)c1ccccc1NC(=O)CN1c2cccc3cccc(c23)S1(=O)=O the results were FBW7 activator 0.1, GPR151 ag 0.5, MITF inh 5 and TEAD-YAP block 10.
COc1cc(CNc2nc(C)c(-c3ccn(C)n3)s2)ccc1F was read as FBW7 activator -0.1, GPR151 ag 0.9, MITF inh -1 and TEAD-YAP block 10.
Screening O=C(O)C1CC1C(=O)N1CCCC1c1nc(-c2ccccc2)c2ccccn12 (stereo not drawn) returned FBW7 activator -0.4, GPR151 ag -0.1, MITF inh -11 and TEAD-YAP block -3.
`Cc1ccccc1-c1ccc(C(=O)NCc2nc3ccccc3[nH]2)c(NCc2cccnc2)n1` gave FBW7 activator 0.1, GPR151 ag 1.1, MITF inh 2 and TEAD-YAP block 2.
For Cc1ccc(NC(=O)C(NS(=O)(=O)c2ccc3c(c2)CCC(=O)N3)c2ccccc2)cc1 (stereo not drawn) the results were FBW7 activator -0.1, GPR151 ag -1.0, MITF inh 0 and TEAD-YAP block 0.
CN(C)C(=O)CSc1nnnn1-c1ccccc1 was read as FBW7 activator 0.2, GPR151 ag 2.6, MITF inh 3 and TEAD-YAP block -6.
CCn1cc(SCC(N)=O)c2ccccc21 was read as FBW7 activator 0.0, GPR151 ag 0.7, MITF inh 9 and TEAD-YAP block -4.
For CCOC(=O)c1[nH]c2ccccc2c1NC(=O)c1ccc(F)cc1 the results were FBW7 activator 0.0, GPR151 ag -0.9, MITF inh 3 and TEAD-YAP block -1.
For NNC(=O)c1cc(-c2ccc(-c3ccccc3)cc2)nc2ccccc12 the results were FBW7 activator 0.0, GPR151 ag 2.2, MITF inh -4 and TEAD-YAP block 24.
For Cc1ccc(NS(=O)(=O)c2cc3c4c(c2)CC(=O)N4CCC3)c(C)c1 the results were FBW7 activator -0.2, GPR151 ag 1.5, MITF inh -3 and TEAD-YAP block -7.
CC(C)(C)NC(=O)C(Cc1ccccc1)NS(=O)(=O)c1cccc2nsnc12 (stereo not drawn) was read as FBW7 activator 0.2, GPR151 ag 0.0, MITF inh 17 and TEAD-YAP block 6.
Screening Cc1cc(SCC(=O)O)c(C)cc1Cl returned FBW7 activator 0.1, GPR151 ag -1.2, MITF inh -10 and TEAD-YAP block 0.
For CC(NS(=O)(=O)c1cc2c3c(c1)CC(=O)N3CCC2)c1ccccc1 (stereo not drawn) the results were FBW7 activator -0.2, GPR151 ag -0.6, MITF inh 3 and TEAD-YAP block -1.
For Cc1ccccc1-n1nc2c(c1NC(=O)C1CCCC1)CSC2 the results were FBW7 activator 0.0, GPR151 ag 0.9, MITF inh 6 and TEAD-YAP block -4.
Screening CCOCCCNC(=O)c1cc2sc(Cl)cc2n1C returned FBW7 activator 0.0, GPR151 ag 0.6, MITF inh 0 and TEAD-YAP block -32.
`N#CCCn1c(CC(=O)NCc2ccccc2)nc2ccccc21` gave FBW7 activator 0.1, GPR151 ag 0.0, MITF inh 12 and TEAD-YAP block -5.
For COc1cccc(OC)c1OCCCN(C)C the results were FBW7 activator -0.1, GPR151 ag -0.9, MITF inh 22 and TEAD-YAP block -5.
For O=C1c2cccc3cccc(c23)C(=O)N1CCCN(C(=O)c1ccc([N+](=O)[O-])cc1)c1ccc(Oc2ccccc2)cc1 the results were FBW7 activator 0.0, GPR151 ag -0.2, MITF inh 6 and TEAD-YAP block 5.
`CCNS(=O)(=O)c1cc(C)c(OC)cc1C` gave FBW7 activator 0.1, GPR151 ag 0.4, MITF inh 9 and TEAD-YAP block 1.
Screening O=S(=O)(N/N=C/c1cccc(Oc2ccccc2)c1)c1ccccc1 returned FBW7 activator 0.5, GPR151 ag 0.1, MITF inh 16 and TEAD-YAP block 11.
Screening CCOC(=O)/C(C#N)=C\c1cn(CCC(=O)O)nc1-c1ccc(OC)cc1 returned FBW7 activator -0.2, GPR151 ag 2.3, MITF inh 2 and TEAD-YAP block -6.
For O=c1c2ccccc2c2ccccc2c(=O)n1Cc1ccccn1 the results were FBW7 activator 0.6, GPR151 ag 0.1, MITF inh 15 and TEAD-YAP block 4.
For C=CCSCC(=O)Oc1ccc(/C=N/NC(N)=S)cc1OC the results were FBW7 activator 0.0, GPR151 ag -1.0, MITF inh 1 and TEAD-YAP block 1.
`Cc1ccccc1-n1nc2c(c1NC(=O)c1ccc(F)cc1)CS(=O)C2` (stereo not drawn) gave FBW7 activator 0.0, GPR151 ag 0.6, MITF inh 2 and TEAD-YAP block 7.
C=CCn1c(C)cc(C(=O)CC#N)c1C was read as FBW7 activator 0.5, GPR151 ag -1.1, MITF inh 7 and TEAD-YAP block -19.
For O=C(Nc1ccc(Br)cn1)c1cccc(Cl)c1Cl the results were FBW7 activator 0.1, GPR151 ag -0.7, MITF inh -2 and TEAD-YAP block 15.
CN(C)c1ccc(C(=O)c2cc3ccccc3o2)cc1 was read as FBW7 activator -0.1, GPR151 ag -0.8, MITF inh -3 and TEAD-YAP block -52.
Screening COc1ccc2c(c1)-c1ccccc1S(=O)(=O)N2S(=O)(=O)c1ccccc1 returned FBW7 activator 0.1, GPR151 ag 0.3, MITF inh 0 and TEAD-YAP block 10.
`COc1ccc(OC)c(CNc2sc3c(c2C(=O)Nc2cc(Cl)ccc2OC)CCC3)c1` gave FBW7 activator 0.0, GPR151 ag 0.5, MITF inh 2 and TEAD-YAP block 9.
Screening COc1ccc(-c2ccc(=O)n(C3CCN(C(=O)C(C)(C)C)CC3)n2)cc1F returned FBW7 activator -0.2, GPR151 ag 0.2, MITF inh 3 and TEAD-YAP block -15.
O=C(/C=C/c1cccs1)NC1CCCCCC1 was read as FBW7 activator 0.0, GPR151 ag 1.2, MITF inh -18 and TEAD-YAP block -55.
CCCCNC(=O)CCNS(=O)(=O)c1ccc(Br)cc1 was read as FBW7 activator -0.1, GPR151 ag -2.5, MITF inh 7 and TEAD-YAP block 7.
Screening O=S(=O)(NCc1ccccc1Cl)c1cccc(S(=O)(=O)N2CCOCC2)c1 returned FBW7 activator 0.3, GPR151 ag -0.2, MITF inh 27 and TEAD-YAP block 0.
Cc1nn(-c2ccccc2)c(Oc2ccc(F)cc2)c1/C=N/N=C(N)N was read as FBW7 activator -0.1, GPR151 ag 0.1, MITF inh -3 and TEAD-YAP block 19.
For Cc1ccc(COC(=O)[C@@H]2CC(O)CN2C(=O)C23CC4CC(CC(C4)C2)C3)cc1 (stereo partly drawn) the results were FBW7 activator -0.1, GPR151 ag -2.2, MITF inh 2 and TEAD-YAP block -9.
For COc1ccccc1CCNCc1c(C(=O)N2CCOCC2)nc2ccccn12 the results were FBW7 activator 0.0, GPR151 ag -0.4, MITF inh 12 and TEAD-YAP block 9.
For CC(C)C[C@@H]1NC(=O)[C@@H]2C[C@H](NC(=O)N[C@@H](C)c3ccccc3)CN2C1=O the results were FBW7 activator -0.1, GPR151 ag 1.0, MITF inh -3 and TEAD-YAP block -3.
Screening Cc1ccc(-c2nc(S(=O)(=O)c3ccc(C)cc3)c(NCc3ccco3)o2)cc1 returned FBW7 activator -0.1, GPR151 ag -0.2, MITF inh 9 and TEAD-YAP block 6.
For O=C(O)C1(Cc2nc3ccccc3s2)CCCC1 the results were FBW7 activator 0.0, GPR151 ag -0.1, MITF inh -5 and TEAD-YAP block 1.
Screening Cc1ccc(NC(=O)CSc2nc(-c3ccccc3)cn2-c2ccc(C)cc2)cc1 returned FBW7 activator 0.7, GPR151 ag 1.7, MITF inh 11 and TEAD-YAP block -32.
CCOC(=O)CNC(=O)c1sc2ncnc(N3CCc4ccccc4C3)c2c1C was read as FBW7 activator -0.1, GPR151 ag 3.1, MITF inh 3 and TEAD-YAP block -4.
O=C(COc1ccc(Br)cc1)Nc1ccc(-c2nnc(-c3ccco3)o2)cc1 was read as FBW7 activator 0.1, GPR151 ag 0.2, MITF inh 13 and TEAD-YAP block -10.
For C=CCN1C(=O)SC(CC(=O)Nc2ccccc2C)C1=O (stereo not drawn) the results were FBW7 activator 0.0, GPR151 ag -0.9, MITF inh -17 and TEAD-YAP block -3.

Sorted by length of the SMILES (smallest number first): some entries from above
O=C(/C=C/c1cccs1)NC1CCCCCC1 was read as FBW7 activator 0.0, GPR151 ag 1.2, MITF inh -18 and TEAD-YAP block -55.
For O=C(O)C1(Cc2nc3ccccc3s2)CCCC1 the results were FBW7 activator 0.0, GPR151 ag -0.1, MITF inh -5 and TEAD-YAP block 1.
CCOC(=O)CNC(=O)c1sc2ncnc(N3CCc4ccccc4C3)c2c1C was read as FBW7 activator -0.1, GPR151 ag 3.1, MITF inh 3 and TEAD-YAP block -4.
Screening O=S(=O)(NCc1ccccc1Cl)c1cccc(S(=O)(=O)N2CCOCC2)c1 returned FBW7 activator 0.3, GPR151 ag -0.2, MITF inh 27 and TEAD-YAP block 0.

Other structures follow.
COc1ccc(/C=N\NC(=O)CCc2c(C)n[nH]c2C)c(OC)c1 was read as FBW7 activator 0.0, GPR151 ag -0.2, MITF inh 9 and TEAD-YAP block 10.
COc1ccc(NC(=O)C(=O)NCC2CCCO2)cc1 (stereo not drawn) was read as FBW7 activator -0.3, GPR151 ag 0.9, MITF inh -4 and TEAD-YAP block -41.
For CC(=O)Nc1ccc(Nc2nc(Nc3nc4ccccc4n3C)nc3c2ncn3CCN2CCCC2=O)cc1 the results were FBW7 activator 0.1, GPR151 ag -0.6, MITF inh 4 and TEAD-YAP block 9.
`CSc1nc2ccc(NC(=O)c3ccc(N(C)C)cc3)cc2s1` gave FBW7 activator 0.1, GPR151 ag 2.3, MITF inh 15 and TEAD-YAP block -30.
For Cc1cccc(NC(=S)N(CCCN2CCCC2)Cc2ccco2)c1 the results were FBW7 activator -0.1, GPR151 ag -0.4, MITF inh 16 and TEAD-YAP block -12.

From PubChem

Rows were taken by chance; any-hit rate near 3.5%.
